Assay outcomes as filed in PubChem BioAssay.
Mcl1 Noxa PPI: disrupts binding of human Mcl-1 to Noxa peptide | inhibition, % at 21.7 µM | TR-FRET Mcl-1/Noxa peptide binding, 2 h | AID 1022 | 1.5% of 220,000 active | Q07820;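 active = compounds that cut the protein-peptide binding signal by more than 50% relative to plate controls in a single-dose test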;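 note: His-tagged Mcl-1 with rhodamine Noxa BH3 peptide and terbium anti-His antibody; 0% = Mcl-1 plus Noxa peptide wells and 100% = peptide-only wells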
Target sequence (Q07820 whole entry, looked up): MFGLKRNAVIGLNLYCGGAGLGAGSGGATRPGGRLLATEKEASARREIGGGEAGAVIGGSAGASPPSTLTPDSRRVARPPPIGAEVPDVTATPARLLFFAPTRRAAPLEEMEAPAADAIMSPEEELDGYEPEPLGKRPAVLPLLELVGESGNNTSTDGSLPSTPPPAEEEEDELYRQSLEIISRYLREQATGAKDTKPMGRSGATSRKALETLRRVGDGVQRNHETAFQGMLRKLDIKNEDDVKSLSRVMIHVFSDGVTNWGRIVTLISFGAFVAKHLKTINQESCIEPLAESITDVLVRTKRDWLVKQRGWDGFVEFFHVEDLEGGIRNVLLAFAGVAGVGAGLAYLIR
RGS8-Gao reg: regulators of human RGS8-Galphao interaction | multiplexed bead flow cytometry, RGS8-Galphao binding; actives lie on both sides | response (percent of control binding), % at 10 µM | 0.34% of 220,000 active | AID 1423; in the data active = response below about 60% or above about 140%; inactive = in between;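 note: Galphao activated as the GDP aluminium fluoride complex binding bead-coupled RGS8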
RGS4-Gao reg: modulates binding of RGS4 to human Galphao; 0.33% of 220,000 active; Multiplexed bead flow cytometry; actives lie on both sides; binding response (% of control), % at 10 µM; AID 1415; P09471; in the data active = binding response below about 49% or above about 150%; inactive = in between;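 note: fluorescent Galphao activated with aluminum fluoride binding bead-coupled RGS4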
Mcl1-Bid inh: Mcl-1/Bid interaction inhibition | Q07820 | TR-FRET Mcl-1/Bid-Dy647 peptide binding, 1536-well | inhibition, % at 21.7 µM | 0.97% of 220,000 active;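 active = compounds that cut the binding signal by more than half at the single screening dose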;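 note: His-tagged Mcl-1 with europium anti-His antibody binding Bid BH3 peptide; 0% = Mcl-1 plus peptide wells and 100% = peptide-only wells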
GSH fluor: GSH bead compound fluorescence profile | fluorescence (KMESF) at 10 µM | 0.25% of 190,000 active | GSH beads flow cytometry, compound fluorescence 488/530 nm; stronger effect = higher value; in the data active = fluorescence above about 89;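 note: glutathione beads carrying GST-tagged Bcl family fusion proteins plus one bare bead set; values are compound well signal with DMSO vehicle wells as background; inactives centre near 16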
RGS7-Gao reg: regulators of human RGS7-Galphao interaction; P09471; Multiplexed bead flow cytometry, RGS7-Galphao binding; actives lie on both sides; binding response (% of control), % at 10 µM; 0.35% of 220,000 active; AID 1439; in the data active = binding response below about 49% or above about 150%; inconclusive = no clear call, values can overlap the other calls; inactive = in between;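 note: fluorescent Galphao held in activated GDP-AlF4 state binding bead-coupled RGS7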
Bim-Mcl-1: disrupts Bim peptide binding to human Mcl-1; Q07820; Bead-based flow cytometry, Bim peptide-Mcl-1 binding; inhibition, % at 10 µM; 0.1% of 190,000 active; AID 1009; in the data active = inhibition above about 40%;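 note: 0% = no compound tracer wells and 100% = peptide blocker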
ABCB1 block: inhibitors of human ABCB1 transporter, ABCG2 counter-screen; P08183; CCRF-Adr cells, JC-1 efflux, flow cytometry; inhibition, % at 6.6 µM; 0.067% of 190,000 active; AID 1326; in the data active = inhibition above about 40%;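 note: 0% = vehicle and 100% = reference inhibitor; higher value means more JC-1 retained so stronger ABCB1 efflux block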
ABCG2 block: inhibitors of human ABCG2 transporter, ABCB1 counter-screen. Q9UNQ0. IgMXP3 cells, JC-1 efflux, flow cytometry. inhibition, % at 6.6 µM. 0.1% of 190,000 active;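 active = inhibition above 80%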;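 note: 0% = DMSO and 100% = nicardipine control wells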
Target sequence (Q9UNQ0 whole entry, looked up): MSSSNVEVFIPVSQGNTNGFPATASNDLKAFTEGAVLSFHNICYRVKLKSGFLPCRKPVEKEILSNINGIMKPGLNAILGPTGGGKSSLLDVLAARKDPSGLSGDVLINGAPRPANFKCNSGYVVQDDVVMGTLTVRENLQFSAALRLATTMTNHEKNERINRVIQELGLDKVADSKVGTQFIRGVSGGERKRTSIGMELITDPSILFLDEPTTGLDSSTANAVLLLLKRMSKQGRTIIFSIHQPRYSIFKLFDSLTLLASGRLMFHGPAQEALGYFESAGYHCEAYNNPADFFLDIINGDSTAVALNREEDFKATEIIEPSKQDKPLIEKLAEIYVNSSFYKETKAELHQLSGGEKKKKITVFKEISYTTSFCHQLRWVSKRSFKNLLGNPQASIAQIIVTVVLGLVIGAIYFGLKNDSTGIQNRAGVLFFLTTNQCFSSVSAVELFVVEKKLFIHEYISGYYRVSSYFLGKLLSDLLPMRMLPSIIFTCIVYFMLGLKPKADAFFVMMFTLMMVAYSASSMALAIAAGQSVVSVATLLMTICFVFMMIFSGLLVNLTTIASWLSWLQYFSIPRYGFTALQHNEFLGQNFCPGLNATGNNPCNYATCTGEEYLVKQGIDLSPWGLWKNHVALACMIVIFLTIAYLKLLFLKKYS
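Test system: IgMXP3 cells (ABCG2) mixed with DDAO far-red-labelled CCRF-Adr cells (ABCB1). Reagent: JC-1 transporter substrate. Compound dosing: single test compound dose, 6.6 µM final. Times: 10 min compound exposure, 25 °C. Detection: flow cytometry of retained JC-1 fluorescence. Read-out basis: efflux inhibition in percent versus controls. Controls: nicardipine and DMSO wells.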
Avidin fluor: avidin bead compound fluorescence profile | fluorescence (KMESF) at 10 µM | 0.38% of 220,000 active | Avidin beads, compound fluorescence 488/530 nm, flow cytometry; stronger effect = higher value; in the data active = fluorescence above about 47; note: inactives centre near 10
Pf gamet viab: inhibitors of late stage P. falciparum gametocyte viability | P. falciparum stage V gametocytes, ATP luminescence, 24 h | inhibition, % at 10.9 µM | 0.065% of 150,000 active;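 active = inhibition above the mean plus 3 SD of compounds within the control limits, set per campaign, cut at about 38% in these data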;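 note: 0% = DMSO wells and 100% = medium only without gametocytes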
The depositor's hits bear a star; ? = inconclusive; . = not tested or not shown.

SMILES	Mcl1 Noxa PPI	RGS8-Gao reg	RGS4-Gao reg	Mcl1-Bid inh	GSH fluor	RGS7-Gao reg	Bim-Mcl-1	ABCB1 block	ABCG2 block	Avidin fluor	Pf gamet viab
NS(=O)(=O)c1ccc(NC(=O)Cn2ncc3c2-c2ccccc2OC3)cc1	-16	100	100	-23	19	100	3	-3.0	-4	8	.
CC(=O)NC(=S)Nc1cccc2c(C)cc(C)nc12	3	97	97	-33	75	94	-2	0.9	13	13	-2
O=c1nc2s/c(=C\c3ccc(-c4ccccc4[N+](=O)[O-])o3)c(=O)n2nc1-c1ccccc1	96*	95	89	-36	9	88	3	-0.8	-4	6	11
CCOC(=O)C1=C(c2ccccc2)NC(=O)NC1c1ccc(OC)cc1 (stereo not given)	27	84	98	1	21	95	2	1.4	6	15	7
O=C(COC(=O)c1ccccc1Nc1ccccc1)NCc1ccccc1	11	100	93	-36	12	94	-1	1.5	1	9	-32
NNC(=O)C(=O)/C=C1\NC2(CCCC2)Cc2ccccc21	10	99	96	-136	.	?	.	.	.	4	5
CSc1ccc(CCNC(=O)c2cc(C)nn2-c2ccccc2)cc1	0	102	101	-108	.	?	.	.	.	11	20
Cc1ccc(-n2c(SCC(=O)OC(C)C)nnc2-c2ccccn2)cc1	-11	96	91	-22	24	86	2	0.2	1	5	-37
C=CCn1c(-c2cccs2)nc2ccccc21	0	100	96	10	12	97	-2	0.6	3	33	-3
CSc1nc2ccc(S(=O)(=O)N3CCc4ccccc43)cc2s1	.	99	99	-2	26	99	-2	0.6	2	16	.
COC(=O)c1c(C)[nH]c(C(=O)CSc2nnnn2-c2ccccc2)c1C	-3	102	101	-28	18	105	0	0.2	4	3	.
CCOCCCNC(=O)CCSc1ccc(C)cc1	2	95	99	-5	16	100	-2	-0.1	3	3	10
COc1ccc(C2C(C(=O)OC(C)C)=C(C)N=c3s/c(=C\c4cccs4)c(=O)n32)cc1 (stereo not given)	-15	100	104	-12	19	101	0	1.7	2	6	3
O=C(c1cccc([N+](=O)[O-])c1)N1CCCC(C(=O)N2CCCCC2)C1 (stereo not given)	13	104	102	-11	.	?	.	.	.	3	-16
O=C1CCN(S(=O)(=O)c2ccccc2)C2CCCCC12 (stereo not given)	-4	96	95	-9	23	97	-9	0.7	1	14	15
O=S(=O)(NCc1cc(-c2ccccc2Cl)no1)c1ccc(Cl)cc1	-11	96	97	-20	35	102	-2	0.0	0	10	-24
CCN(CC)S(=O)(=O)c1cccc(C(=O)Oc2cccc(NC(=O)c3cccs3)c2)c1	-1	97	101	1	11	102	0	0.4	-2	4	2
Cc1ccccc1NC(=O)N1CCc2ccccc2C1	15	100	100	1	11	97	-3	0.1	0	20	5
Clc1ccc(NCn2cncn2)nc1	12	103	103	-28	19	106	0	0.6	2	7	15
C/C(Cn1nnc([N+](=O)[O-])n1)=N\NC(=O)c1ccc(C)cc1	10	103	102	-22	10	104	0	1.3	10	4	8

Only RGS8-Gao reg and GSH fluor (2 entries from above):
Compound	RGS8-Gao reg	GSH fluor
O=C1CCN(S(=O)(=O)c2ccccc2)C2CCCCC12 (stereo not given)	96	23
O=C(c1cccc([N+](=O)[O-])c1)N1CCCC(C(=O)N2CCCCC2)C1 (stereo not given)	104	.

Marked active in Mcl1 Noxa PPI, among the entries above:
Molecule | Mcl1 Noxa PPI | RGS8-Gao reg | RGS4-Gao reg | Mcl1-Bid inh | GSH fluor | RGS7-Gao reg | Bim-Mcl-1 | Avidin fluor
O=c1nc2s/c(=C\c3ccc(-c4ccccc4[N+](=O)[O-])o3)c(=O)n2nc1-c1ccccc1 | 96* | 95 | 89 | -36 | 9 | 88 | 3 | 6

(continued)
SMILES	Mcl1 Noxa PPI	RGS8-Gao reg	RGS4-Gao reg	Mcl1-Bid inh	GSH fluor	RGS7-Gao reg	Bim-Mcl-1	ABCB1 block	ABCG2 block	Avidin fluor	Pf gamet viab
COC(=O)c1ccc(N2CCCCC2)c(NS(=O)(=O)c2ccc(C)cc2)c1	-4	98	98	15	57	100	0	1.7	7	7	.
O=C(c1cc(-c2ccco2)on1)N1CCCc2ccccc21	-3	99	97	-18	5	98	1	0.5	5	7	.
COc1cc2nc(=S)n3[nH]c(CCn4c(C)nc5ccccc54)nc3c2cc1OC	32	101	102	-72	17	106	5	1.2	-2	26	10
CN(C)CCCC(=O)c1ccc2c(c1)OCO2	-3	101	102	-10	5	95	2	0.2	1	8	.
CCN(CC)C(=O)C1CCCN(Cc2ccc3c(c2)OCO3)C1 (stereo not given)	7	102	96	22	30	94	-2	0.4	1	20	.
COCCn1c(=NC(=O)c2ccccc2[N+](=O)[O-])sc2cc(S(C)(=O)=O)ccc21	3	98	101	-44	15	100	-2	1.0	-4	10	.
Oc1ccc(-c2nc3ncccn3c2Nc2ccc3c(c2)OCCO3)cc1	37	102	102	-11	12	97	-2	0.7	4	9	-8
CN(C)c1ccc(CN2CCCCCC2)cc1	9	98	100	-91	15	103	3	0.5	1	12	-32
CCCCN(C(=O)Cn1nnc2ccccc21)C(C(=O)NCc1ccco1)c1ccncc1 (stereo not given)	-9	98	98	-23	13	103	-5	0.2	0	25	9
Cc1ccc(S(=O)(=O)Nc2nc(C)cc(N/N=C/c3ccc(O)cc3)n2)cc1	15	100	100	-8	15	100	0	-0.2	-1	14	42*
Cc1cc(C(=O)N2CCCc3ccccc32)no1	-3	99	98	-13	8	100	2	0.4	0	9	.
CCOC(=O)CSc1nc(NCc2ccco2)c2ccccc2n1	24	98	95	-15	12	102	0	0.8	4	9	14
CC(CCc1ccccc1)NC(=O)CSc1cccc[n+]1[O-] (stereo not given)	-4	98	103	-15	24	98	3	1.5	6	27	-17
O=S(=O)(c1cnc(Cl)c(Br)c1)N1CCc2ccccc21	7	102	107	9	.	?	.	.	.	3	17
CCOC(=O)N1CCC(NC(=O)CCS(=O)(=O)c2ccc3c(c2)CCN3C(C)=O)CC1	9	101	102	-17	13	98	0	0.4	1	7	.
COc1ccc(CCCC(=O)NC2CCCCC2C)c(C)c1 (stereo not given)	20	100	100	-8	6	100	2	0.3	1	11	.
O=C(Nc1ccc([N+](=O)[O-])cc1)c1nc[nH]c1C(=O)NC1CCCCC1	-14	98	101	-8	7	102	-1	-1.3	-7	11	8
CC(C)N(Cc1nc(-c2ccc3c(c2)OCO3)no1)Cc1nccn1C	0	99	98	-39	18	109	0	2.7	1	6	5
CC(C)CCN1CCN(Cc2cccn2-c2cccnc2)CC1CCO (stereo not given)	11	109	101	-10	9	100	-4	-0.1	0	7	15
Cc1cnc(NC(=O)CC2CCCC2)s1	13	104	103	-4	16	101	-1	0.0	1	9	-10
O=C(CCCOc1ccc(Cl)cc1Cl)N/N=C/c1ccccc1O	19	102	100	-24	10	107	0	-0.6	-1	14	3
COc1ccc([N+](=O)[O-])cc1NCc1ccccc1C	7	95	102	-1	22	100	2	0.4	6	13	.
CC(C)(Oc1ccc(Cl)cc1)C(=O)NCCCn1ccnc1	11	103	96	5	20	98	-1	0.0	0	5	.
CCCn1c(=O)c2ccccc2n2c(SCC(=O)N3CCc4ccccc4C3)nnc12	7	101	102	-18	11	100	0	0.8	39	21	0
FC(F)(F)c1cccc(-c2nnc(-c3ccccc3)c(N3CCOCC3)n2)c1	0	102	105	0	25	101	-2	1.6	23	26	-24
COc1cccc(NC(=O)CC2S/C(=N\S(=O)(=O)c3ccccc3)N(c3ccccc3)C2=O)c1 (stereo not given)	16	109	99	-3	5	96	1	1.3	3	14	.
Cc1cc(C)n(-c2nnc(SCC(=O)NC3CCCC3)c3ccccc23)n1	4	99	97	5	12	96	-3	1.1	2	23	.
CCc1cccc(C)c1NC(=O)C(c1ccc(O)cc1)N1CCC1=O (stereo not given)	13	102	101	-6	26	102	-2	0.4	0	6	.
COc1cc(CNc2ccc(N3CCCC3)cc2)cc(Cl)c1OC	72*	90	92	-30	6	86	11	-0.3	0	6	5
COc1ccc(CNC(=O)C(C)N(Cc2ccco2)C(=O)c2snc(C(N)=O)c2N)cc1 (stereo not given)	5	104	105	-12	20	103	-1	-0.1	0	5	18
Cc1ccc2nsnc2c1NC(=O)c1cccc([N+](=O)[O-])c1	-6	102	97	-35	19	97	-14	1.7	24	7	.
O=C(COC(=O)c1ccc(O)cc1)Nc1ccccc1[N+](=O)[O-]	17	100	99	-16	57	100	3	-0.1	2	25	-2
Cc1cc(C)n(-c2cc(N3CCN(C(=O)c4ccc(C(C)(C)C)cc4)CC3)ccc2[N+](=O)[O-])n1	-4	100	103	-26	23	100	-4	3.4	31	10	-19
COc1cccc(C2CC(c3ccccc3OC)n3ncnc3N2)c1 (stereo not given)	-3	100	93	-5	22	99	0	0.4	1	9	.
CC1CCCN(C(=O)Cn2c(=O)oc3ccccc32)C1 (stereo not given)	-11	101	102	-30	6	99	0	0.3	1	6	.
O=C(COC(=O)c1ccc(Br)o1)Nc1ccc(S(=O)(=O)N2CCCC2)cc1	44	102	101	60*	24	95	-4	0.4	5	16	.
S=C(Nc1ccccc1)Nc1ccc2cn[nH]c2c1	29	99	96	-23	.	?	.	.	.	5	7
COc1cc(C(=O)O/N=C(\N)c2ccncc2)cc(OC)c1OC	0	97	96	-6	22	96	0	1.1	6	12	3
FC(F)(F)c1cccc(-c2cc3ccccc3nc2N2CCCC2)c1	3	102	103	-23	54	101	-1	0.1	0	11	-11
COc1ccc(CNCc2cccc(Cl)c2)cc1	29	100	99	21	10	101	-2	0.1	-1	7	-8
Cc1ncc2c(c1OC(=O)c1ccccc1)COC(C)(C)OC2	37	103	97	-3	45	96	-1	1.0	2	5	9
Cc1c(C(=O)O)oc2ccc(S(=O)(=O)NCc3ccc(F)cc3)cc12	16	104	106	-18	5	98	3	0.1	0	18	-1
O=C(C1CC2CCC1C2)N1CCN(Cc2ccc3c(c2)OCO3)CC1 (stereo not given)	1	104	103	-21	28	103	1	-0.1	0	7	.
CC(=O)Nc1ccc(NC(=O)C2CC(=O)N(c3ccccc3Cl)C2)cc1 (stereo not given)	3	102	98	-19	17	101	0	39	5	7	-26
CCCn1c(N)c(C(=O)CSc2nc(C)cs2)c(=O)n(C)c1=O	8	100	102	-26	19	104	-5	0.0	0	36	.
COc1ccc(NC2=NCC(Cc3ccc(Br)cc3)S2)cc1 (stereo not given)	18	106	101	-32	9	103	-6	0.5	1	3	-5
O=C(NCc1ccccn1)C1CCN(S(=O)(=O)c2ccccc2)CC1	-13	99	99	-7	37	100	-12	0.3	0	15	.
Cn1c(N2CCCCC2)nc2c1c(=O)[nH]c(=O)n2C	1	101	102	-9	13	103	1	2.2	7	18	-8
Cc1cccc(-n2c(O)c(C=Nc3ccccc3)c3ccccc3c2=O)n1	17	102	102	0	16	?	0	1.6	32	11	35
CCOc1ccc(NC(=O)Nc2ccc(Cc3ccncc3)cc2)cc1	-1	103	104	0	.	?	.	.	.	8	-4
CC(C)NC(=O)c1cccc(C(F)(F)F)c1	-14	97	98	-8	28	99	-2	1.4	8	14	.

Compounds were not picked by outcome; overall some 3.3% were active at least once.
